High-throughput results from PubChem.
NCOA1 inh: SRC1 coactivator transcriptional activity inhibitors, primary screen, cell-based, luminescence. Nuclear receptor coactivator 1 (Homo sapiens), Q15788. HEK293 GAL4-SRC1 luciferase reporter. inhibition, % at 3.6 µM. 0.12% of 360,000 active;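 active means inhibition above the campaign mean plus 3 SD, with each screening campaign given its own cutoff, cut at about 60% in these data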;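 further: 0% = DMSO treated cells and 100% = gossypol at 36 µM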
Target sequence (Q15788 whole entry, looked up, the tested form may be a part): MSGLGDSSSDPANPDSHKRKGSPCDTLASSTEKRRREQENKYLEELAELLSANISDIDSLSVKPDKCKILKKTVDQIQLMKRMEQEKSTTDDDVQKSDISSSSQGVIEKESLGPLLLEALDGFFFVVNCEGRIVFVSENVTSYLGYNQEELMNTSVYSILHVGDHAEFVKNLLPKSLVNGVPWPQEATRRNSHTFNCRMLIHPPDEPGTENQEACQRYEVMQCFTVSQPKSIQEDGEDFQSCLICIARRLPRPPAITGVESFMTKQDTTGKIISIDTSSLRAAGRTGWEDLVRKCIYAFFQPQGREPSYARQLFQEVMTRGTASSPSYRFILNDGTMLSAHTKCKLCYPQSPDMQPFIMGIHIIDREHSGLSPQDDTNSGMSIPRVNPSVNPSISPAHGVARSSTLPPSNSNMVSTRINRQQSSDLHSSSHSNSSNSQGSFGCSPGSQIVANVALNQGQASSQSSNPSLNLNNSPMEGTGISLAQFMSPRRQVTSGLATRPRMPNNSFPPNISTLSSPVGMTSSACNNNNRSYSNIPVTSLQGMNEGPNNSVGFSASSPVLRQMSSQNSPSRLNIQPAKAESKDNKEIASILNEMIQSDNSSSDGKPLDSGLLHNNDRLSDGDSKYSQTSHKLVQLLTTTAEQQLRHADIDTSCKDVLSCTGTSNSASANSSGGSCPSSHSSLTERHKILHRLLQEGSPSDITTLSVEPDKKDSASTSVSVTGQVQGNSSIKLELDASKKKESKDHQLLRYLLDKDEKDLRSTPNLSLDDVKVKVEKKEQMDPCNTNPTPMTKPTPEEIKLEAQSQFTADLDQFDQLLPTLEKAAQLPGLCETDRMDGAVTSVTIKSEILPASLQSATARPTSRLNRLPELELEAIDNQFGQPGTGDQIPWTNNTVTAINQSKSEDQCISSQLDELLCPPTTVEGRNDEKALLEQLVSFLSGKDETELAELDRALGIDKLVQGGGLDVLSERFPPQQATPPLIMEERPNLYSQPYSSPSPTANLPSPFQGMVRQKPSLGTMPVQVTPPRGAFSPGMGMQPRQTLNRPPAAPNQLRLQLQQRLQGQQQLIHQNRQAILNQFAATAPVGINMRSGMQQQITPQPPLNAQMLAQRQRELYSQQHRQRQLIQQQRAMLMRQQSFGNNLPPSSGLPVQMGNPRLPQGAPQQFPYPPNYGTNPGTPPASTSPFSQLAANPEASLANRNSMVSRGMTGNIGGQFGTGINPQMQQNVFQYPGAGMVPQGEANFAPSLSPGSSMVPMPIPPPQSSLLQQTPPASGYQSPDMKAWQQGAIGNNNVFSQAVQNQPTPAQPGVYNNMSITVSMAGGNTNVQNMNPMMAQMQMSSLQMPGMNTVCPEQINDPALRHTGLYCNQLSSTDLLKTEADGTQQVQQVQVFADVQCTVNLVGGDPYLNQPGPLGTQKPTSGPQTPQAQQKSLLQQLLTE
CF NFkB block: inhibitors of PAF-induced NF-kB signaling, primary screen, cell-based, GFP fluorescence, uHTS; KKLEB NF-kB-GFP reporter, GFP fluorescence overnight; 0.86% of 360,000 active; AID 588850, 2011; inhibition, % at 5 µM;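 active means at least 50% inhibition at 5 µM, scaled per plate between neutral and stimulator controls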;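 further: PAF is a Pseudomonas aeruginosa culture filtrate used as stimulus; plate controls were PAF-stimulated DMSO wells for no effect and unstimulated DMSO wells for full effect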
COUP-TFII inh: NR2F2 transcriptional activity inhibitors, primary screen, cell-based, luciferase reporter, HEK293T, luminescence | COUP transcription factor 2 (Homo sapiens), P24468 | HEK293T NGFI-A luciferase reporter | inhibition, % at 8.6 µM | 0.7% of 370,000 active | AID 686940, 2013;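 active means inhibition above a per-plate cutoff, mean inhibition of test wells between control levels plus 3 SD, cut at about 38% in these data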;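 further: cells cotransfected with COUP-TFII expression vector driving the NGFI-A reporter; 0% = median of COUP-TF2 test wells and 100% = reporter-only cells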
TROY signal inh: inhibitors of TROY-driven NF-kB signaling, primary screen, Q293 LMP1-TROYcd cells, NF-kB luciferase, uHTS | Q293 LMP1-TROYcd NF-kB luciferase reporter, 4 h | inhibition, % at 10 µM | 0.98% of 360,000 active | AID 1347056, 2019;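 active means compounds whose plate-normalised and pattern-corrected inhibition of the luciferase reporter signal at the single screening dose is 50% or more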
NCOA2 inhibitor: inhibition of GAL4-SRC2 driven luciferase reporter, primary screen, SRC2 inhibitor project, cell-based, luminescence; Nuclear receptor coactivator 2 (Homo sapiens), Q15596; HEK293 GAL4-SRC2 luciferase reporter; inhibition, % at 9 µM; 0.17% of 370,000 active;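 active means inhibition above the mean inhibition of all tested compounds plus 3 SD, set per campaign, cut at about 52% in these data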;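 further: 0% = DMSO treated cells and 100% = cells given Gossypol at 36 µM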
TRAIL sens C8: viability loss with TRAIL in NB7+C8 cells, primary screen, TRAIL sensitizer project, cell-based, ATPlite luminescence. inhibition (viability loss, TRAIL sensitization), % at 10 µM. 1% of 360,000 active. AID 624354, 2012;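 active means compounds causing at least 50% loss of cell viability in the single-dose screen, relative to plate controls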
LMP1 NFkB inh: EBV LMP1-driven NF-kappaB luciferase reporter inhibitors, primary screen, cell-based, luminescence, single point | LMP1-induced NF-kappaB luciferase reporter cells | inhibition, % at 12.5 µM | 0.69% of 350,000 active | AID 504558, 2011; in the data active means inhibition above about 41%;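 further: 0% = neutral control wells and 100% = reference inhibitor control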
LRH-1 inv ag: LRH-1 (NR5A2) inverse agonists, primary screen, cell-based, luminescence, HEK293T, StAR-luciferase reporter. Nuclear receptor subfamily 5 group A member 2 (Homo sapiens), O00482. LRH-1 transfected, 24 h. inhibition, % at 3.6 µM. 0.13% of 360,000 active. AID 602396, 2012;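 active means inhibition above the mean inhibition of all tested compounds plus 3 SD, cut at about 73% in these data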;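 further: 0% = DMSO wells and 100% = reporter-only cells lacking LRH-1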
KKLEB cytotox: cytotoxicity in KKLEB CF airway cells, primary screen, cytotoxicity control for CF NF-kB inhibitor project, cell-based, uHTS, fluorescence assay plates; KKLEB CF airway cells viability, ATPlite luminescence, overnight; active compounds read low; cells stimulated with P. aeruginosa culture filtrate; activity change (cytotoxicity), % at 5 µM; 0.36% of 360,000 active;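 active means corrected activity change at or below -50% at 5 µM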
TWEAK-Fn14 inh: inhibitors of TWEAK-Fn14 signaling, primary screen, luciferase reporter cells, uHTS; TWEAK-stimulated Fn14 reporter cells, luciferase luminescence, 8 h; inhibition, % at 10 µM; 2% of 360,000 active; AID 1159606, 2016; in the data active means inhibition above about 50%
SRC3 inh: SRC3 coactivator transcriptional activity inhibitors, primary screen, cell-based, luminescence. 0.17% of 360,000 active. AID 588352, 2011. HEK293 GAL4-SRC3 luciferase reporter. inhibition, % at 3.6 µM. Nuclear receptor coactivator 3 (Homo sapiens), Q9Y6Q9;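 active means inhibition above a per-campaign cutoff, the mean of all compounds plus 3 SD, cut at about 60% in these data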;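 further: 0% = DMSO-treated cells and 100% = gossypol-treated cells at 36 µM; higher means less SRC3-driven luciferase light from the GAL4 reporter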
* marks the source's active call; other numbers are inactive results; x = no result given. Only part of the results is shown; rates above refer to the full screens.

SMILES	NCOA1 inh	CF NFkB block	COUP-TFII inh	TROY signal inh	NCOA2 inhibitor	TRAIL sens C8	LMP1 NFkB inh	LRH-1 inv ag	KKLEB cytotox	TWEAK-Fn14 inh	SRC3 inh
CC1=NN(Cc2c[nH]c3ccccc23)C(C)(C)C1	-6	-30	-2	-14	-11	3	7	21	0	18	-2
Cc1nonc1-c1nc(-c2nonc2N)n[nH]1	-6	13	-10	12	5	-4	5	7	-5	-9	-1
COc1ccc(OC)c(N2C(=O)NC(=O)/C(=C/c3ccc([N+](=O)[O-])s3)C2=O)c1	-2	3	-2	1	-10	-6	-3	16	1	20	0
COCCCn1c(N)c(C(=O)Nc2ccccc2)c2nc3ccccc3nc21	-2	-38	-14	2	-14	2	x	-1	12	6	6
Cc1cccc(NC(N)=S)c1	1	0	-9	-13	2	6	2	17	11	13	11
Cc1cccc(C)c1NC(=O)c1cccn(Cc2ccc3c(c2)OC(F)(F)O3)c1=O	-29	7	-5	25	-6	-1	4	6	-8	9	-19
O=C(Nc1ccccc1)OC1CN=C(N[N+](=O)[O-])NC1 (stereo unspecified)	8	-24	11	0	-16	-13	0	-6	11	-5	7
C/C=C1\NC(=O)[C@@H](NC(=O)[C@H](CCc2ccc(O)cc2)NC(=O)[C@H](C)NC(=O)[C@H](O)CO)[C@@H](C)OC(=O)[C@H](C(C)C)NC(=O)[C@H](Cc2ccc(O)cc2)N(C)C(=O)[C@H](Cc2ccccc2)N2C(=O)C(CC[C@H]2O)NC1=O (stereo partly specified)	1	-6	12	3	-5	-16	-5	-5	10	5	8
CCc1ccccc1N1C(=O)NC(=O)/C(=C\c2cc(C)n(C)c2C)C1=O	10	-17	-8	-5	6	4	-3	4	3	17	17
COC(=O)C(=O)N1CC2(C)CNCC(C)(C1)C2=O	-5	4	24	4	11	-1	1	-17	15	0	8
COc1ccc(CN2Cc3cc(-c4ccccc4)ccc3-n3nncc3C2)cc1	15	-15	3	-10	-5	0	x	31	3	-37	7
CC(C)N1CCN(Cc2ccc3c(c2)OCCO3)CC1CCO (stereo unspecified)	-5	5	7	-4	-2	-6	-3	8	4	-2	25
CC1(C)CC(N(CCc2ccccc2)Cc2ccccc2)CCO1 (stereo unspecified)	0	4	7	-9	2	-18	2	23	-11	-5	7
CC[n+]1c(SC)ccc2cc(OC)ccc21	-1	8	-4	-9	13	3	3	2	5	-13	-1
Cc1ccc(C)c(OCC(=O)N2CCN(Cc3ccc4c(c3)OCO4)CC2)c1	9	10	19	-7	-18	3	-4	-9	-12	2	9
COc1ccc(N2C(=O)NC(=O)/C(=C/c3ccc([N+](=O)[O-])s3)C2=O)cc1	-11	-37	7	-16	-36	-8	x	-3	-1	7	4
CN1CCN(CC#CCOc2ccc(Cl)cc2)CC1	-38	16	-13	-8	9	9	7	-16	3	8	-9
CCOc1ccc(Cl)cc1CNCCc1ccccc1F	5	-2	-6	15	-5	38	15	1	9	-19	17
CC(=O)N(C1=NCCCS1)c1ccccc1Cl	1	14	-3	18	-3	-6	-4	5	18	9	10
CCC12C=CCN3CCC4(c5cc(Br)c(OC)cc5N(C)C4C(O)(C(=O)OC)C1OC(C)=O)C32 (stereo unspecified)	9	3	-4	-20	-7	1	0	2	-4	-3	31
O=C1C2(c3ccccc3)CN3CN(C2)CC1(c1ccccc1)C3	-1	-1	6	-5	3	-8	-12	-34	-3	-1	3
CCOc1c(P(=S)(N(C)C)N(C)C)c(C)nn1-c1ccccc1	-1	-5	12	12	-6	-4	5	-15	1	18	18
CCc1nn(CC(=O)N2CCC3(CC2)OCCO3)c(=O)c2cc3ccccc3n12	6	-9	1	9	-12	-7	5	4	-2	5	5
O=c1[nH]c(CN2CC=C(c3ccccc3)CC2)nc2cc(C(F)(F)F)ccc12	-10	1	3	2	-22	-1	44*	14	-8	11	14
C[C@H]1CCCC(=O)CCCCCc2cc(O)cc(O)c2C(=O)O1	-18	17	11	-8	-8	2	1	-25	12	36	-1
O=c1[nH]c(=O)n(Cc2ccc(F)cc2)c(O)c1C=NCC1CCCO1 (stereo unspecified)	15	-9	-8	-8	8	-6	-7	0	-8	-6	17
CCOC(=O)c1c(C=O)c2ccccc2n1Cc1ccccc1	-2	3	17	-15	4	15	1	3	2	18	-13
CCN1/C(=C/C=C/C2=[N+](CC)c3ccccc3C2(C)C)C(C)(C)c2ccccc21	72*	-85	92*	66*	33	71*	39	98*	-42	82*	82*
CSC1=NP(=S)(SC)N2CCCC2=C1C#N (stereo unspecified)	1	23	-31	-1	-3	-2	2	-13	2	-2	16
Oc1ccc(C[C@H]2NCCc3cc(O)c(O)cc32)cc1O	-14	30	-33	16	-26	-12	6	-1	-15	0	-25
O=C1CCN(C(=O)CNC(=O)Cc2ccccc2)CC1	6	-8	11	1	-8	-5	0	-12	5	-5	-5
CC(=O)N1N=C2C3CCN(CC3)C2C1c1ccccc1 (stereo unspecified)	1	1	8	-4	-10	11	9	-4	-2	-12	21
CCCCCn1c(=O)c(C(=O)Nc2ccccc2N)c(O)c2ccccc21	14	-12	10	17	-7	7	5	12	7	14	0
CC12CCC(=O)C=C1C=CC1C2CCC2(C)C(O)CCC12 (stereo unspecified)	-7	14	10	14	-7	0	7	-4	-19	-32	-16
COC(=O)C1=C(c2c(C)noc2C)C[C@@H]2CC[C@H]1N2C(=O)NC1CCCCC1	-15	-17	-5	2	7	15	0	4	7	-3	12
O=c1[nH]c(=O)n(Cc2ccco2)c(O)c1/C=N/N1CCCCCC1	6	-4	-4	-11	7	5	5	11	4	6	22
Cc1nonc1OCCNCCNc1ccc([N+](=O)[O-])c2cccnc12	-8	3	-20	-6	-22	9	-36	0	-4	-21	10
N=Cc1c(O)n(-c2cccc(Cl)c2)c(=O)[nH]c1=O	-2	5	-5	4	5	-9	-1	15	-19	2	9
CSc1ccc(C(=O)C(C)(C)N2CCOCC2)cc1	12	-1	18	-5	-20	3	0	-14	-13	6	1
Cc1ccc(N2C(=O)CC(=O)NC2=O)c(C)c1	-9	-6	6	-6	-7	-3	-3	1	7	-12	-27
Brc1ccccc1	-16	11	-3	-2	-3	-11	4	1	5	22	-3
CCOC(=O)C1(c2ccccc2)CCN(CC(=O)Nc2cccc3ccccc23)CC1	4	16	9	5	23	-9	-1	18	5	22	11
[O-][n+]1onc2c1CCC1N(O)CCC21O (stereo unspecified)	10	-7	5	-11	17	-2	-2	12	-1	9	7
O=C1NC(=O)C(CCc2ccncc2)(Cc2ccc(OCc3ccccc3)cc2)C(=O)N1	1	3	3	2	1	5	-1	6	0	-9	4
COc1ccc(NC2=NC(C)(C)CS2)cc1	-57	-5	-45	-52	-56	-3	-1	-56	6	-7	-52
Cc1onc(-c2c(Cl)cccc2Cl)c1/C(N)=N/OC(=O)N(C)C	-3	10	2	-14	18	10	-2	3	2	-8	21
O=C(Nc1ccc(Cl)cc1)N1CC2CC(C1)c1cccc(=O)n1C2 (stereo unspecified)	-27	7	-15	-30	-29	-23	-4	0	2	-24	-29
CCc1n[nH]c(CCN)n1	-20	5	-10	8	-4	8	0	3	2	8	-3
Cc1ccc(CN2CCSc3ccc(C(=O)N4CCC5(CC4)OCCO5)cc32)cc1	16	26	10	19	5	4	2	-5	-12	1	6
O=C(CCC(=O)N1CCC2(CC1)OCCO2)Nc1nnc(C(F)(F)F)s1	7	7	3	4	-29	6	2	-26	4	-21	21
O=[N+]([O-])c1ccc(C2[C@H]3C(c4ccccc4)=NC4(CCCC4)N23)cc1 (stereo partly specified)	14	-2	4	-19	10	5	-11	5	7	-19	13
Cc1ccc2c(c1)cc1c(=O)n(CC(=O)N3CCC4(CC3)OCCO4)nc(C)n12	-11	-8	1	3	10	-4	-2	-4	18	-1	-9
C=Cn1ccnc1P(O)(=S)c1nc(C)c(CCOC(C)=O)s1 (stereo unspecified)	3	-8	5	-2	-3	-2	-2	1	3	2	2
CN1C2CCC1CC(OC(c1ccccc1)c1ccccc1N)C2 (stereo unspecified)	-1	14	0	4	-3	2	13	-5	-4	-11	10
COC(=O)C1=Nc2ccccc2/C1=C\c1c(O)n(-c2ccc(Br)cc2)c(=O)[nH]c1=O	2	19	-1	-2	5	12	2	8	13	59*	-7
Cc1ccc(-c2nc(CS(=O)CC(=O)N3CCC4(CC3)OCCO4)c(C)o2)cc1 (stereo unspecified)	-8	-18	5	-8	-7	7	-4	-21	-24	5	1
CC(=NCCCN1CCCCC1)c1c(O)n(Cc2ccccc2)c(=O)[nH]c1=O	4	-3	8	6	-6	11	10	-7	5	-17	14
CCN(CC)c1ccc(CN(C)CCc2ccc(OC)c(OC)c2)cc1	-14	7	3	-9	-12	-5	-16	-14	-7	-1	13
N#Cc1cc2c(nc1SCC(=O)Nc1cc(Cl)cc(Cl)c1)C1CCN2CC1	5	6	5	2	-7	2	-4	2	-20	37	-12
FC(F)(F)c1ccccc1CN1CCN(Cc2ccccc2)CC1	-6	-13	-19	8	-17	21	15	1	3	-26	5

Whole records, quoted from the list.
FC(F)(F)c1ccccc1CN1CCN(Cc2ccccc2)CC1 is entered as NCOA1 inh = -6; CF NFkB block = -13; COUP-TFII inh = -19; TROY signal inh = 8; NCOA2 inhibitor = -17; TRAIL sens C8 = 21; LMP1 NFkB inh = 15; LRH-1 inv ag = 1; KKLEB cytotox = 3; TWEAK-Fn14 inh = -26; SRC3 inh = 5
CC(=O)N(C1=NCCCS1)c1ccccc1Cl is entered as NCOA1 inh = 1; CF NFkB block = 14; COUP-TFII inh = -3; TROY signal inh = 18; NCOA2 inhibitor = -3; TRAIL sens C8 = -6; LMP1 NFkB inh = -4; LRH-1 inv ag = 5; KKLEB cytotox = 18; TWEAK-Fn14 inh = 9; SRC3 inh = 10

Later entries
SMILES	NCOA1 inh	CF NFkB block	COUP-TFII inh	TROY signal inh	NCOA2 inhibitor	TRAIL sens C8	LMP1 NFkB inh	LRH-1 inv ag	KKLEB cytotox	TWEAK-Fn14 inh	SRC3 inh
Cc1ccc(N2C(=O)NC(=O)/C(=C/c3ccc(OC(=O)c4cccs4)cc3)C2=O)cc1	-28	-5	0	-1	-9	-5	-10	-1	5	-8	3
COC(=O)C1=C(c2ccc(C(C)=O)cc2)C[C@@H]2CC[C@H]1N2C(=O)NC1CC1	-8	7	6	0	-1	-5	-13	-40	8	1	-8
Cc1ccc(Cl)cc1-n1c(O)c(C=NCCCN2CCOCC2)c(=O)[nH]c1=O	-1	5	-1	-32	-26	-1	9	-2	5	-6	-1
COc1ccc(C[C@@H]2c3cc(O)c(OC)cc3CCN2C)cc1O	9	-28	-3	-5	-13	-9	-3	2	-3	15	-6
COC(=O)C1=C(c2cccc(OC)c2OC)C[C@@H]2CC[C@H]1N2C(=O)NCCO	-3	-14	4	-12	15	5	-27	3	-1	-11	2
